AmpC inh no detg: qHTS Inhibitors of AmpC Beta-Lactamase (assay without detergent). Potency, µM (doses to about 57.1 µM), for the others: top-dose activity change, negative = inhibition, hits mostly inhibitors. P00811. AmpC nitrocefin hydrolysis, absorbance 480 nm, 0.0001% Triton. hit rate 0.52% among 330,000;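 further: potency means the concentration at half of the fitted maximal effect; plate controls were no compound for no effect and no enzyme for full effect; nearly all actives have a fitted effect of over 20% in size; some results filed as inactive show a strong effect at the top dose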
Target sequence (P00811 whole entry, looked up): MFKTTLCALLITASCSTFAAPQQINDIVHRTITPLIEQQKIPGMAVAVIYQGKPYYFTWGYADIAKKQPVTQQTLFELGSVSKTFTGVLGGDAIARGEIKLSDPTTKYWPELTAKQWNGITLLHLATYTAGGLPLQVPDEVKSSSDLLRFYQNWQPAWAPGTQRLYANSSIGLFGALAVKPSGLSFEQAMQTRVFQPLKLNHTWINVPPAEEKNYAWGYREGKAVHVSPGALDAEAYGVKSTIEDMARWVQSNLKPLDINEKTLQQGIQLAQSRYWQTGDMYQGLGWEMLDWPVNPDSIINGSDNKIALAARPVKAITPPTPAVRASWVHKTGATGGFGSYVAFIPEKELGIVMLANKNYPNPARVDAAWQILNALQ
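20 mM phosphate pH 7.0 + 0.01% (detergent screen) or 0.0001% Triton X-100; 5.3 nM AmpC reagent; cpd preinc 15 min RT; nitrocefin (800 uM stock) to start; A480 q20 s × 4 min; Activity was normalised to no-enzyme and no-compound control wells.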
AMA1 RON2 block: qHTS for Inhibitors of AMA1-RON; Towards Development of Antimalarial Drug Lead: Primary Screen | Plasmodium falciparum AMA1 (3D7) - RON2 peptide interaction | AlphaScreen AMA1-biotinylated RON2 peptide binding | Potency, µM (doses to about 58.2 µM), for inactives: at the highest dose activity change, negative = inhibition, actives largely listed as inhibitors | hit rate 0.2% among 360,000 | AID 720542, 2013;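 further: potency means the concentration at half of the fitted maximal effect; 0% = vehicle wells and -100% = peptide control; nearly all actives have a fitted effect of over 45% in size; some results filed as inactive show a strong effect at the top dose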
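AMA1 (3D7) with his tag at 25 nM final met compounds first, then biotinylated RON2 peptide at 25 nM; detection used donor plus acceptor beads, 10 µg/mL apiece, read by AlphaScreen after 30 min at room temperature.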
TbPYK inhibitor: qHTS of Trypanosoma Brucei Inhibitors. AID 624173, 2012. Potency, µM (highest dose often 76.8 µM), for the others: at the highest dose activity, negative = inhibition, most hits filed as inhibitors. hit rate 0.12% among 410,000. TbPYK enzyme, Kinase-Glo Plus ATP luminescence, 45 min. pyruvate kinase (Trypanosoma brucei), Q57TT1; further: potency means the concentration at half of the fitted maximal effect; nearly all actives have a fitted effect of over 50% in size
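ADP (130 uM final) triggers the TbPYK reaction after compound addition; incubation is 45 min at room temperature. Kinase-Glo Plus is then added and luminescence imaged. Normalized data are fitted to concentration-effect curves.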
LmPK inh: qHTS Assay for Inhibitors of Leishmania Mexicana Pyruvate Kinase (LmPK). hit rate 0.37% among 290,000. AID 1721, 2009. Potency, µM (doses to about 57.5 µM), for the others: top-dose activity change, negative = inhibition, usual class: inhibitors. purified LmPK, Kinase-Glo ATP luminescence, 1 h. Q27686; further: potency means the concentration at half of the fitted maximal effect
Target sequence (Q27686 whole entry, looked up): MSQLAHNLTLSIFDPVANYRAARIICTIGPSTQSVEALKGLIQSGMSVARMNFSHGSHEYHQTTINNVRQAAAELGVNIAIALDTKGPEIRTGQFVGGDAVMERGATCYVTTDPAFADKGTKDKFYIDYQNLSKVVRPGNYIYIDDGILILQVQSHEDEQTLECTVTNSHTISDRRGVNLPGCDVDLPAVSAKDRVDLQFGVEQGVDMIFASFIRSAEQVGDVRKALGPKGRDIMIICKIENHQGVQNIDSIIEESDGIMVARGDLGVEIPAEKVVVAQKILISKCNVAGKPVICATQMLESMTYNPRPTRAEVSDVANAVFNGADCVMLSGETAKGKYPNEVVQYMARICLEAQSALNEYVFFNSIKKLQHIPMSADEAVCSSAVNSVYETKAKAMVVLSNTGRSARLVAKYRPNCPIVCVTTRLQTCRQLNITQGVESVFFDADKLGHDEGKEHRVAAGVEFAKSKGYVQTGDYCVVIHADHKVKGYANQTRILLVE
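ATP generated from ADP (0.1 mM) and PEP (0.5 mM) by 0.1 nM LmPK over 1 h at room temperature (pH 7.2 imidazole buffer) was detected by coupled luciferase luminescence. Values were normalized to uninhibited and no-enzyme wells.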
HCMV antiviral: qHTS Assay for inhibitors of the human cytomegalovirus (HCMV); hit rate 4.5% among 410,000; activity change, negative = inhibition, % at 57.5 µM; HFF cells, HCMV-luciferase reporter, 72 h; active compounds read low; AID 1259415, 2018; in the data active means activity change below about -60%; inconclusive means no clear call, values can overlap the other calls; inactive means above about -39%
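Two compound doses tested in HFFs infected with HCMV-luciferase, MOI 1 PFU/cell, 72 h at 37C. Lysate luminescence read with OneGlo; data normalized against buffer-only and 10uM Salinomycin inhibitor controls.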
AmpC detergent: qHTS Inhibitors of AmpC Beta-Lactamase (assay with detergent); P00811; AmpC hydrolysis of nitrocefin, absorbance 480 nm, 0.01% Triton; Potency, µM (highest dose often 114 µM), without a hit: at the highest dose activity change, negative = inhibition, most hits filed as inhibitors; hit rate 0.041% among 370,000;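 further: potency means the concentration at half of the fitted maximal effect; 0% = no-compound wells and -100% = no-enzyme wells; nearly all actives have a fitted effect of over 25% in size; some results filed as inactive show a strong effect at the top dose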
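20 mM phosphate pH 7.0 + 0.01% (detergent screen) or 0.0001% Triton X-100; 5.3 nM AmpC reagent; cpd preinc 15 min RT; nitrocefin (800 uM stock) to start; A480 q20 s × 4 min; Activity was normalised to no-enzyme and no-compound control wells.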
Sm TGR inh: qHTS Assay for the Inhibitors of Schistosoma Mansoni Peroxiredoxins | Potency, µM (doses to about 114 µM), for inactives: at the highest dose activity change, negative = inhibition, usual class: inhibitors | purified TGR, DTNB reduction, TNB absorbance 405 nm | hit rate 3% among 360,000; further: potency means the concentration at half of the fitted maximal effect; nearly all actives have a fitted effect of over 60% in size
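TGR 20 nM + NADPH 100 uM (dispensed conc.), cpd preinc 15 min RT; start with NADPH (500 uM addition) then DTNB (15 mM addition). Kinetic TNB absorbance, 405 nm filter. Four-parameter Hill fit across titration.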
Starred values were filed as active, the others as inactive; ? = inconclusive; · = no result given; [ ] = dose if it differs, or a comment. Unless noted, the call rests on the fitted dose curve; in most records, active means well fitted curve in the direction sought with a large enough effect; inconclusive means small, poorly fitted or top-dose-only effect, or another doubt; inactive means no such curve, though single readings can be large; an effect the other way counts as inactive or inconclusive. Unless noted, on the % scale 0 is the no-effect control and ±100 the full control effect.

SMILES | AmpC inh no detg | AMA1 RON2 block | TbPYK inhibitor | LmPK inh | HCMV antiviral | AmpC detergent | Sm TGR inh
COc1ccc(-n2nnnc2C(c2cccs2)N2CCC(n3c(=O)[nH]c4ccccc43)CC2)cc1 (stereo not given) | · | -10.2% | -0.5% | · | -32.9 | · | ·
COCCN(Cc1cc2cc3c(cc2nc1Cl)OCO3)C(=O)c1ccc(C)cc1 | -4.9% | 6.7% | -1.4% | 5.0% | -69.5* | -6.6% | -5.9%
CCN(CC)C(=O)C1=C(C)N(Cc2ccc(F)cc2)C(=O)C(CC(=O)NCCCCc2ccccc2)C1 (stereo not given) | · | -4.7% | -1.9% | · | 1.9 | · | ·
COc1ccc(CN2CCC[C@]3(N[C@H](c4ccc(OC)cc4)[C@@H]4C(=O)N(C)C(=O)[C@@H]43)C2=O)cc1 | · | -3.8% | -16.2% | · | 15.1 | · | ·
COC(=O)c1cc(-n2cccc2)ccc1N1CCOCC1 | -5.5% | 4.3% | 1.3% | 7.1% | -20.9 | 5.4% | 4.8%
CCOC(=O)Nc1ccc2c(c1)N(C(=O)CCN(CC)CC)c1ccccc1S2=O (stereo not given) | -12.2% | -0.1% | 5.6% | 0.6% | 51.4 | -6.9% | 4.47µM*
O=C(NCC1CCCO1)c1ccc(COc2ccc(Cl)cc2)cc1 (stereo not given) | 51.3% | -21.1% | -9.1% | 5.3% | -26.1 | -9.9% | 7.8%
CN(C)C(CNC(=S)Nc1cccc(Cl)c1)c1cccnc1 (stereo not given) | -38.3% | -5.5% | -2.0% | 5.2% | -28.6 | 1.8% | 0.1%
CC1C(=O)C(C)C(c2cccc(Br)c2)NC1c1cccc(Br)c1 (stereo not given) | -10.8% | -10.6% | 1.1% | -2.6% | ? | -1.8% | 5.0%
CN(C)S(=O)(=O)n1cc(/C=C(\NC(=O)c2ccccc2)C(=O)N2CCCC2)c2ccccc21 | 118.6%[activator] | 4.6% | -2.9% | -3.4% | -7.2 | -10.8% | -4.5%
O=C(NCCCN=C1NS(=O)(=O)c2ccccc21)c1ccc(Cl)cc1 | -16.8% | 14.9% | 0.1% | -0.6% | 1.4 | 0.3% | 4.7%
COc1ccc(NC(=O)Cc2ccc(Cl)c(Cl)c2)cn1 | -37.8% | 15.1% | 4.5% | 10.9% | 1.3 | 1.1% | 6.8%
CC1CCCC(NC(=O)COC(=O)c2cccc(NS(=O)(=O)/C=C/c3ccccc3)c2)C1C (stereo not given) | -17.7% | 7.6% | -3.2% | -1.4% | -1.7 | ? | -3.2%
CCn1cc(C(=O)NCCCN2CCCCCC2)c(=O)c2cc(S(=O)(=O)N3CCc4ccccc4C3)ccc21 | 184.5%[activator] | -19.9% | 2.4% | -6.7% | -22.7 | -10.3% | -25.5%
COc1ccccc1NNC(=O)C(O)(c1ccccc1OC)c1ccccc1OC | 10.0% | -1.5% | -2.4% | 0.9% | -19.2 | ? | -3.4%
CCOC(=O)C(C(C)=O)C(c1ccc(OC)cc1)C(C(C)=O)C(=O)OCC (stereo not given) | -1.4% | -5.7% | -15.0% | 0.0% | 10.8 | -6.3% | 5.0%
CC1(C(=O)NS(=O)(=O)C2CC2)CCN(C(=O)c2ccc3c(c2)OCO3)C1 (stereo not given) | · | 2.1% | 2.7% | · | 2.4 | · | ·
CCN1C(=O)CC(C(=O)OC)=C1C | -8.3% | -3.5% | 1.1% | 0.5% | 12.4 | 3.2% | 1.2%
COC(=O)C1CCN(CC(=O)N(C)c2c(N)n(Cc3ccccc3)c(=O)[nH]c2=O)CC1 | -12.5% | -3.6% | -3.4% | · | -38.8 | -6.5% | -3.9%
Cc1cccc(NC(=O)c2cc(NC(=O)C3CCCCC3C(=O)O)ccc2Cl)n1 (stereo not given) | -19.1% | 2.3% | -4.8% | -0.2% | -3.7 | -8.1% | -2.7%
CCc1ccccc1NC(=O)c1cc2ncc(Br)cn2n1 | -10.1% | -8.2% | -7.8% | 4.4% | 44.8 | -1.9% | -12.9%
CCCn1cnc2c(=S)nc(N)[nH]c21 | -11.5% | 84.3%[activator] | ? | 2.0% | -23.8 | -5.8% | 4.8%
COc1ccc(CCNC/C=C/c2ccccc2)cc1 | · | 4.4% | -2.5% | · | 12.0 | · | ·
CC(=O)Nc1cccc(NC(=O)CN2C(=O)CCSc3ccccc32)c1 | · | · | -5.4% | · | 19.6 | 1.5% | -0.2%
Cc1cc(C(=O)OCC(=O)c2cccs2)ccc1[N+](=O)[O-] | -28.0% | ? | 0.5% | · | -0.2 | -9.3% | 0.8%
O=C(C1CCCCC1)N(Cc1ccccc1)c1ccccn1 | -9.6% | -9.9% | 2.1% | -1.0% | 14.8 | -10.2% | -14.7%
O=C(CSc1nc(-c2ccccc2)nn1C(=O)c1ccccc1)Nc1cccc([N+](=O)[O-])c1 | -49.9% | 1.0% | 2.2% | 1.2% | 49.6 | -18.1% | 0.0%
CN(Cc1ccccn1)Cc1nc(COc2ccccc2)no1 | 76.8%[activator] | 68.5%[activator] | 1.5% | 1.0% | 44.8 | -5.2% | -12.2%
O=C(NCc1nc2ccccc2[nH]1)C1=C[C@H](c2coc3ccccc3c2=O)C[C@H](OCc2ccc(CO)cc2)O1 | -9.9% | 36.4%[activator] | -6.5% | 3.1% | ? | 3.2% | 2.9%
Cc1cccc(OCC(=O)N(C)c2c(N)n(Cc3ccccc3)c(=O)[nH]c2=O)c1C | 82.6%[activator] | 1.3% | -1.6% | · | -22.1 | -3.4% | -0.3%
Cc1ccccc1CN1CCc2nc(Nc3ccc4c(c3)OCCO4)ncc2C1 | · | · | 3.8% | · | -14.9 | 3.5% | 9.2%
O=C(CC(Cc1ccccc1)C(=O)O)Nc1cccc(C(F)(F)F)c1 (stereo not given) | -19.4% | -4.7% | 9.3% | -3.0% | 69.1 | -2.9% | -1.3%
C=CCCC1(C(C)C)C(=O)NC(=S)NC1=O | · | 4.0% | -5.1% | · | 2.2 | · | ·
Cc1nn(Cc2ccccc2)c(Cl)c1C(=O)NCCc1ccccc1 | 6.6% | 29.0% | 3.7% | 0.1% | 14.9 | -18.8% | -3.5%
CN(Cc1ccccc1)c1oc(COc2ccccc2F)nc1C#N | -18.1% | ? | -6.3% | 9.4% | -22.8 | -13.6% | 3.5%
COc1ccc(NC(=O)CCCCC(=O)Nc2ccc(OC)cc2)cc1 | -13.5% | 3.0% | -2.7% | 0.1% | 3.6 | 0.1% | -2.7%

Arranged by SMILES length (lowest first): some entries from above
SMILES | AmpC inh no detg | AMA1 RON2 block | TbPYK inhibitor | LmPK inh | HCMV antiviral | AmpC detergent | Sm TGR inh
COc1ccc(NC(=O)CCCCC(=O)Nc2ccc(OC)cc2)cc1 | -13.5% | 3.0% | -2.7% | 0.1% | 3.6 | 0.1% | -2.7%
Cc1ccccc1CN1CCc2nc(Nc3ccc4c(c3)OCCO4)ncc2C1 | · | · | 3.8% | · | -14.9 | 3.5% | 9.2%
O=C(NCc1nc2ccccc2[nH]1)C1=C[C@H](c2coc3ccccc3c2=O)C[C@H](OCc2ccc(CO)cc2)O1 | -9.9% | 36.4%[activator] | -6.5% | 3.1% | ? | 3.2% | 2.9%

Further entries follow.
SMILES | AmpC inh no detg | AMA1 RON2 block | TbPYK inhibitor | LmPK inh | HCMV antiviral | AmpC detergent | Sm TGR inh
CC(C)(C)OC(=O)N1CCCC(C(=O)Nc2ccc(C(=O)NCCc3ccccc3)cc2)C1 (stereo not given) | · | -5.7% | 2.1% | · | -11.0 | · | ·
Cc1nccn1CCC1CCCCN1C(=O)CCc1nnc(-c2ccsc2)o1 (stereo not given) | -9.0% | -3.6% | -6.0% | -1.1% | -28.0 | -2.4% | 4.5%
CN(Cc1cc2ccccc2[nH]c1=O)C(=O)c1cccs1 | -11.1% | -8.3% | -0.6% | 0.4% | -31.8 | 4.6% | -5.4%
COc1ccc(/C=N/OCC(=O)N(Cc2ccc(OC)cc2)c2ccccc2C(=O)O)cc1 | -16.8% | -4.1% | -0.1% | 0.4% | 33.5 | ? | -1.9%
COc1ccc(CSc2nnc(-c3ccncc3)n2C)cc1F | 37.2%[activator] | -0.3% | 1.3% | 0.8% | ? | -3.3% | 17.1%
COc1ccc(NC(=O)C(CC(C)C)NS(=O)(=O)c2ccc3c(c2)CCN3C(C)=O)cc1OC (stereo not given) | -26.2% | -1.5% | 2.1% | -10.1% | -16.0 | ? | 0.0%
Cc1nn2c(Nc3ccc(F)cc3)c3c(nc2c1-c1ccccc1)CCC3 | -12.4% | 21.1% | -6.1% | -0.7% | -35.6 | 1.6% | -1.3%
Cc1ccc(C)c(N2CCN(C(=O)CCc3nc(-c4ccccc4C)no3)CC2)c1 | 35.9% | 6.1% | 0.4% | · | 27.6 | · | ·
O=C(CCCSc1nc(-c2ccco2)cc(C(F)(F)F)n1)Nc1ccc2c(c1)OCO2 | · | -6.2% | -10.4% | 4.6% | -25.8 | 14.6% | -2.1%
CCOC(=O)N1CCC(NC(=O)Cn2nc(-c3ccccc3)ccc2=O)CC1 | 11.4% | -2.1% | 0.7% | -2.1% | 11.7 | -6.6% | 3.6%
Cc1cc2oc(=O)cc(CN3CCN(S(=O)(=O)c4cccs4)CC3)c2cc1C | -16.2% | -0.1%[11.6 µM] | 0.5% | 2.9% | -13.3 | ? | 4.9%
O=C(NC1CCCCC1)c1n[nH]c2c1CC(c1ccccc1)CC2 (stereo not given) | -31.8% | -5.2% | 0.3% | · | 0.1 | -10.1% | -3.7%
COc1cc(C(C)=O)ccc1OCC(O)CN1CCN(c2cc(C)cc(C)c2)CC1 (stereo not given) | 125.8%[activator] | 7.1% | -3.6% | -2.2% | 11.7 | ? | -31.4%
O=C(Nc1ccccc1F)c1nc(S(=O)(=O)Cc2ccccc2F)ncc1Cl | · | · | 8.3% | · | -108.9* | 11.3% | 2.82µM*
Cc1ccc(C(=O)C2CN(C)CC2C(=O)c2ccc(C)cc2)cc1 (stereo not given) | 111.8%[activator] | -15.2% | 1.0% | 0.9% | 12.5 | 0.3% | 0.3%
CC(C)(C)P(=O)(NCc1ccccc1)c1ccccc1 (stereo not given) | -7.7% | -10.7% | 3.6% | -5.4% | -19.0 | 1.9% | 1.0%
